Source: PubChem BioAssay
Integrin act MD – activators of alpha7 integrin expression for muscular dystrophy | alpha7betagal myoblasts, beta-gal FDG fluorescence, 48 h | Potency, µM (series often up to 38.3 µM), inactives show at the top dose activation, usual class: activators | 350,000 tested, 0.064% active | AID 624291;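 also: potency is read from the fitted curve at half-maximal effect; 100% = response of the positive control SU9516; nearly all actives have a fitted effect of over 60% in size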
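alpha7betagal+/- myoblasts (passage 13, 250/well) treated 48 h at 37C with compounds at 1:260 dilution of DMSO stock. Lysed, then beta-galactosidase activity read as FDG fluorescence (ex 480/em 540) after 30 min, with pre-read for autofluorescence.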
AT treatment – potential ataxia-telangiectasia treatment; 320,000 tested, 0.19% active; […] A-T fibroblasts, KAP-1 phosphorylation AlphaLISA; neocarzinostatin DNA damage 30 min before lysis; AID 485349; Potency, µM (top dose mostly 57.5 µM), without a hit: at the top dose activation, usual class: activators; also: potency is read from the fitted curve at half-maximal effect; % of control where 0% means no effect; nearly all actives have a fitted effect of over 45% in size
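hTERT-immortalized A-T patient fibroblasts ([…]), 500 cells/well in OPTI-MEM, 1% FBS, got compounds for 60 min, then NCS for 30 min at 37C. Lysates were then assayed for phospho-KAP-1 by AlphaLISA (anti-pKAP1 donor, anti-KAP1 acceptor beads), 6 hr at 25C.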
ASM inhibitor – inhibitors of human secretory acid sphingomyelinase | AID 504937 | placental ASM, HMU-PC fluorogenic substrate, 60 min | 340,000 tested, 0.006% active | Potency, µM (top dose mostly 57.5 µM), for the others: top-dose activity change, negative = inhibition, usual class: inhibitors; also: potency is read from the fitted curve at half-maximal effect
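qHTS format. ASM enzyme prepared from human placenta hydrolyses the fluorogenic substrate HMU-PC0 (9 uM final) over 60 min at 37 °C after a 10 min compound preincubation.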
TSHR antagonist – blocks TSH signaling through the human TSH receptor | P16473 | TSHR-expressing cells, TSH-stimulated cAMP HTRF, 2 h; active compounds read low | activity change, negative = inhibition, % at 11.5 µM | 330,000 tested, 0.2% active;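 active = activity change below a set negative limit, meaning inhibition stronger than a set level, cut at about -70% in these data; inconclusive = activity change between two set negative limits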; also: % is scaled to controls: 0 for no effect and ±100 for the full control effect
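Inhibition of cAMP made by TSHR-expressing cells under TSH stimulation (4nM final, EC80; 2 h, 37 deg C) is quantified with a one-step lysis HTRF kit, anti-cAMP cryptate versus cAMP-d2.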
MLL CXXC-DNA inh – MLL CXXC-DNA interaction inhibition; Potency, µM (top dose mostly 115 µM), for inactives: at the top dose activity change, negative = inhibition, hits mostly inhibitors; 290,000 tested, 0.037% active; MLL-CXXC / FITC-HOXA9 DNA fluorescence polarization; Q03164; active = well fitted inhibition curve with a large enough effect in the polarisation, with a control signal flat, not every such curve was filed as active; inconclusive = small, poorly fitted or top-dose-only effect, or effect the other way, or a change in a side signal; inactive = no such curve, though single readings can be large or run the other way; the % refers to the polarisation; also: potency is read from the fitted curve at half-maximal effect
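Purified MLL-CXXC (added from a 7 uM solution) was preincubated 5 min at ambient with pinned compounds in 50 mM Tris-HCl pH 7.5, 50 mM NaCl, 1 mM DTT, 0.05% BSA. Fluorescein-labeled HOX-A9 DNA (50 nM solution) followed, 30 min, then polarization read.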
PTAP TSG101 blk – blocks PTAP/TSG101 interaction to inhibit HIV-1 budding; Q99816; Fluorescence polarization, FITC-PTAP peptide / Tsg101 binding; Potency, µM (top dose mostly 115 µM), for inactives: at the highest dose activity change, negative = inhibition, usual class: inhibitors; 340,000 tested, under 10 active; AID 493005; active = well fitted inhibition curve with a large enough effect in the main read-out, with a control signal flat, not every such curve was filed as active; inconclusive = small, poorly fitted or top-dose-only effect, or effect the other way, or a change in a side signal; inactive = no such curve, though single readings can be large or run the other way; also: potency is read from the fitted curve at half-maximal effect; % of control where 0% means no effect
Target sequence (Q99816 whole entry, looked up): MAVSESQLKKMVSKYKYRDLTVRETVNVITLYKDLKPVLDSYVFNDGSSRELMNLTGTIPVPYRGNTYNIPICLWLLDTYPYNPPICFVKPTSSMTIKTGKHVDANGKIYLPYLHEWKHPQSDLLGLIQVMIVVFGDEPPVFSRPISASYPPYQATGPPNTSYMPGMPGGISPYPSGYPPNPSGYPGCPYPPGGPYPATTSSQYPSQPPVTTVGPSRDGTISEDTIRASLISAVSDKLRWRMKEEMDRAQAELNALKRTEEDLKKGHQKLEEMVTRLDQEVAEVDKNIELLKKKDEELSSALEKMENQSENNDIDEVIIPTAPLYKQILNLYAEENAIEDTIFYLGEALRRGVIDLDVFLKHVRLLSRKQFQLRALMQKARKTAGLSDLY
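Tsg101 binding domain (10 uM final) was mixed with compound and a FITC-labeled PTAP peptide (50 nM final) in HEPES pH 7.5 buffer with NaCl, Tween 20, EDTA and TCEP; fluorescence polarization was read after 20 min at r.t.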
MBNL1-CUG inh – MBNL1-poly(CUG) RNA binding inhibition | Q9NR56 | TR-FRET MBNL1-His/biotin-(CUG)12 binding, 665/545 ratio | Potency, µM (titrated, usually from 57.5 µM), for inactives: top-dose activity change, negative = inhibition, actives largely listed as inhibitors | 280,000 tested, 0.036% active | AID 2675; active = well fitted inhibition curve with a large enough effect in the signal ratio, with a control signal flat, not every such curve was filed as active; inconclusive = small, poorly fitted or top-dose-only effect, or effect the other way, or a change in a side signal; inactive = no such curve, though single readings can be large or run the other way; the % refers to the signal ratio; also: potency is read from the fitted curve at half-maximal effect; % is scaled to controls: 0 for no effect and ±100 for the full control effect
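MBNL1-His + Biotin-(CUG)12, cpd titration 92 nM–58 uM; Tb anti-His Ab 0.055 ng/ul, SA-XL665 5 nM (final); 60 min RT; ratiometric 665/545 nm, Ex 340 nm; normalized to buffer and full-complex controls.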
Mito fusion yeast – inhibitors of mitochondrial division or activators of mitochondrial fusion | S. cerevisiae fusion-defective mutant growth rescue, CellTiterGlo 48 h | Potency, µM (doses to about 46.1 µM), without a hit: at the top dose growth rescue (activation), usual class: activators | 320,000 tested, 0.23% active;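 also: potency is read from the fitted curve at half-maximal effect; % of control where 0% means no effect; nearly all actives have a fitted effect of over 45% in size; temperature-sensitive fusion mutants such as fzo1-1 at 37 °C on non-fermentable ethanol glycerol medium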
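Temperature-sensitive fusion-defective S. cerevisiae (e.g. fzo1-1, mgm1-5) were grown with compound in YPEG medium (3% ethanol, 3% glycerol) for 48 hours at 37C. Growth rescue was measured as viability by CellTiterGlo luminescence after 10 minutes at ambient.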
Menin-MLL TR inh – displaces Texas Red mutant MLL peptide from human menin; Menin + Texas Red MLL mutant peptide, fluorescence polarization; 270,000 tested, 0.23% active; Potency, µM (series often up to 61.6 µM), for the others: at the highest dose FP activity change, negative = inhibition, actives largely listed as inhibitors; O00255; active = well fitted inhibition curve with a large enough effect in the polarisation, with a control signal flat, not every such curve was filed as active; inconclusive = small, poorly fitted or top-dose-only effect, or effect the other way, or a change in a side signal; inactive = no such curve, though single readings can be large or run the other way; the % refers to the polarisation; also: potency is read from the fitted curve at half-maximal effect; % of control where 0% means no effect; many of its hits are not listed in these tables
Target sequence (O00255 whole entry, looked up): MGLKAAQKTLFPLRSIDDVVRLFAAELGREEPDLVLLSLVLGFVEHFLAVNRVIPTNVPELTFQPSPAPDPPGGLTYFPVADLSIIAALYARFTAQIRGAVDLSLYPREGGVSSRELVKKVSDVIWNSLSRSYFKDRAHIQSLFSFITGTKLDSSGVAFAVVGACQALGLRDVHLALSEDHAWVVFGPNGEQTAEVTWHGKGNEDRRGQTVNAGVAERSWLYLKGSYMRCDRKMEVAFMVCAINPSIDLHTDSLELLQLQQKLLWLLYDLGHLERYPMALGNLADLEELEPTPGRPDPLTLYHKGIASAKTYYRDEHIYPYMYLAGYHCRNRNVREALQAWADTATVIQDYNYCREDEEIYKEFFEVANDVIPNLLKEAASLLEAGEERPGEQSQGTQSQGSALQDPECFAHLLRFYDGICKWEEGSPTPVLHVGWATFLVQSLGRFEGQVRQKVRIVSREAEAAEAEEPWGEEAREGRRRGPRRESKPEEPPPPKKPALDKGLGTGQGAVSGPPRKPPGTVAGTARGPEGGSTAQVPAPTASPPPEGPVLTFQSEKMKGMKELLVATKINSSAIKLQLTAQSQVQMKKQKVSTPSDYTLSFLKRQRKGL
TCR activator – activates T cell receptor signaling. primary human leukocytes, anti-CD3, IL-2 HTRF, 48 h. Potency, µM (doses to about 9.22 µM), without a hit: at the top dose activation of IL-2 secretion, hits mostly activators. 330,000 tested, under 10 active. AID 504894; also: % of control where 0% means no effect
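1) Mix primary human leukocytes, a-CD3 beads and compound. 2) Incubate 48 hr. 3) Add HTRF IL-2 reagents (a-IL-2-K, a-IL-2-d2).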
The depositor's hits bear a star; ? = inconclusive; . = not tested or not shown; [ ] = dose if it differs, or a comment. Unless noted, calls follow the shape of the dose curve; as a rule, active = well fitted curve in the direction sought with a large enough effect; inconclusive = small, poorly fitted or top-dose-only effect, or another doubt; inactive = no such curve, though single readings can be large; an effect the other way counts as inactive or inconclusive.

molecule	TCR activator	AT treatment	ASM inhibitor	Mito fusion yeast	MBNL1-CUG inh	PTAP TSG101 blk	TSHR antagonist	Integrin act MD	Menin-MLL TR inh	MLL CXXC-DNA inh
CCN(CC)CCNC(=O)c1ccc2c(=O)n(CCc3ccccc3)c(=O)[nH]c2c1	5%	-6%	136%[activator]	-2%	-8%	0%	1	-63%	5%	-3%
Cc1cc(C(=O)OCC(=O)N2CC(C)OC(C)C2)c2ccccc2n1 (stereo not drawn)	1%	3%	1%	2%	.	-3%	-3	7%	.	.
CCCCCNC(=O)c1c[nH]c2ccc(S(=O)(=O)N3CCC4(CC3)OCCO4)cc2c1=O	0%	4%	6%	-9%	-3%	-1%	-3	2%	17%	7%
O=C1CC(Sc2ccc(Cl)cc2)C(=O)N1c1ccc2c(c1)OCCO2 (stereo not drawn)	-19%	-19%	-3%	-3%	-9%	-3%	-2	5%	.	5%
CCOc1cc(C(=O)CCC(=O)OCC(=O)Nc2ccc(C)c(S(=O)(=O)N(C)C)c2)ccc1O	-1%	10%	-6%	0%	1%	-2%	-8	28%	2%	9%
CSc1nc(C)c(CCOCc2ccc(F)cc2)c(=O)[nH]1	2%	-1%	13%	3%	-7%	0%	-15	-1%	-6%	18%
O=c1[nH]n(Cc2ccccc2)c2ccccc12	-5%	4%	0%	1%	2%	-3%	-5	-4%	0%	3%
Cc1cc(O)cc2c1C1CCC3(C)C(O)CCC3C1C=C2 (stereo not drawn)	-3%	.	-5%	.	.	-4%	.	3%	.	.
O=c1c2ccccc2nc2ccc(NCc3ccco3)nn12	-2%	2%	95%[activator]	6%	?	-2%	18	-36%	-11%	3%
CN1CCN(C(=O)c2cnn3c(C(F)(F)F)cc(-c4cccs4)nc23)CC1	4%[46.1 µM]	2%	84%[activator]	7%	8%[11.5 µM]	-1%	-4	1%	-2%	4%
CCOc1ccc(NC(=O)CN(C)C(=O)c2ccc3c(c2)C(=O)N(CCC(C)C)C3=O)cc1OCC	-3%	10%	0%	-4%	4%	.	8	-18%	10%	-3%
O=[N+]([O-])c1cccc(-c2nc(Oc3ccc(Cl)cc3)c3ccccc3n2)c1	8%[46.1 µM]	5%	.	-9%	?	.	1	.	-2%	?
COC(=O)C1CCN(C(=O)C2CC(=O)N(c3ccc(C)c(Cl)c3)C2)CC1 (stereo not drawn)	1%	.	0%	.	.	0%	.	10%	.	.
COc1ccc(C2C(C(=O)c3ccco3)=C(O)C(=O)N2c2nnc(C)s2)cc1 (stereo not drawn)	10%	-2%	-2%	5%	?	-7%	22	-4%	-12%	9%
Cc1ccc(S(=O)(=O)N(Cc2n[nH]c(=S)n2-c2ccccc2)c2ccccc2)cc1	-1%	4%	1%	6%	2%	0%	-7	-19%	.	-5%
CN(C)CCNC(=O)C1CC(=O)N(c2ccc(F)c(Cl)c2)C1 (stereo not drawn)	4%	.	4%	-2%	-9%	-1%	11	8%	4%	8%
O=C(CCc1ccc(S(=O)(=O)N2CCOCC2)cc1)OCC(=O)c1ccccc1F	9%	-5%	-1%	.	.	0%	13	-16%	.	.
CC(C)(C)c1ccc(OCCSc2nc3ccccc3n2CC(=O)O)cc1	1%	-1%	7%	8%	-5%	-5%	-7	-28%	40%[activator]	-4%
CCC(C)N1CCC2(CC1)N=c1c(c3c4c5c(C)c(O)c3c(O)c1=NC(=O)C(C)=CC=C[C@H](C)[C@H](O)[C@@H](C)[C@@H](O)[C@@H](C)[C@H](OC(C)=O)[C@H](C)[C@@H](OC)C=CO[C@@](C)(O5)C4=O)N2 (stereo partly drawn)	-12%	0%	-9%	0%	.	3%	-1	.	.	.
CN1CCN(S(=O)(=O)c2ccc(NC(=S)NC(=O)c3ccccc3)cc2)CC1	-4%	-2%	0%	-2%	-18%	0%	2	13%	-20%	-2%

Brought forward from above: three compounds; new compounds follow.
molecule	TCR activator	AT treatment	ASM inhibitor	Mito fusion yeast	MBNL1-CUG inh	PTAP TSG101 blk	TSHR antagonist	Integrin act MD	Menin-MLL TR inh	MLL CXXC-DNA inh
CC(C)(C)c1ccc(OCCSc2nc3ccccc3n2CC(=O)O)cc1	1%	-1%	7%	8%	-5%	-5%	-7	-28%	40%[activator]	-4%
CCC(C)N1CCC2(CC1)N=c1c(c3c4c5c(C)c(O)c3c(O)c1=NC(=O)C(C)=CC=C[C@H](C)[C@H](O)[C@@H](C)[C@@H](O)[C@@H](C)[C@H](OC(C)=O)[C@H](C)[C@@H](OC)C=CO[C@@](C)(O5)C4=O)N2 (stereo partly drawn)	-12%	0%	-9%	0%	.	3%	-1	.	.	.
CN1CCN(S(=O)(=O)c2ccc(NC(=S)NC(=O)c3ccccc3)cc2)CC1	-4%	-2%	0%	-2%	-18%	0%	2	13%	-20%	-2%
CC(C)n1cc(CN2CCC(n3nccc3NC(=O)C3CCCC3)CC2)cn1	-3%	14%	3%	0%	-3%	1%	7	0%	.	1%
COc1ccc2nc(SCC(=O)N(C)C3CCCCC3)[nH]c2c1	-3%	7%	2%	-7%	.	0%	-6	-9%	.	.
C/C(CC(=O)NC12CC3CC(CC(C3)C1)C2)=N\NC(=O)c1ccc(F)cc1	2%	11%	-2%	-4%	-3%	-1%	3	-8%	5%	-1%
COc1ccc(-n2c(SCC(N)=O)nnc2-c2cccnc2)cc1	4%[46.1 µM]	-1%	2%	5%	?	-6%	17	12%	-2%	-1%
CCOC(=O)C1CCN(c2cc3c(cc2NC(=O)c2ccccc2OCC)n(C)c(=O)n3C)CC1	6%	5%	-24%	-20%	-1%	-4%	20	?	-17%	49%[activator]
CCOc1c(N2CCCCC2)c(=O)c1=O	-2%	-16%	1%	2%	-6%	-3%	4	6%	-17%	1%
CCN(CC)CC(=O)Nc1cccc(S(=O)(=O)N2CCCC2)c1	12%	13%	4%	-1%	-16%	-3%	9	7%	.	3%
COc1ccc(S(=O)(=O)N2c3ccccc3NC(=O)CC2C)cc1 (stereo not drawn)	-4%	14%	11%	3%	-2%	-2%	0	?	8%	?
COc1cc(NC(=O)c2cccc(F)c2)ccc1NC(=O)c1cc2ccccc2o1	-2%	-13%	7%	-6%	6%	0%	-11	?	?	5%
O=C(O)c1cc(N/N=C/C=C/c2ccccc2)ccc1Cl	-4%	4%	56%[activator]	-2%	13%	-1%	-3	-3%	?	8%
COc1ccc(N2CCN(C(=O)NC3CC(=O)N(c4ccc(OC)cc4)C3)CC2)cc1 (stereo not drawn)	8%	1%	-3%	-3%	-8%	-2%	7	-2%	-1%	-6%
Cc1ccccc1S(=O)(=O)Cc1ccc(C(=O)NCCCOC(C)C)o1	0%	2%	2%	-1%	-7%	-8%	8	13%	5%	0%
COc1cccc(N2CCN(C(=O)c3ccccc3SCC(=O)NCc3ccco3)CC2)c1	.	4%	6%	3%	.	-1%	-9	27%	.	.
COc1ccc(Nc2ccc(C(F)(F)F)cc2[N+](=O)[O-])cn1	6%	-20%	-3%	2%	?	-7%	3	-15%	.	39%
O=C(CCCCCn1c(=S)[nH]c2cc3c(cc2c1=O)OCO3)N1CCN(C2CCCCC2)CC1	3%	-2%	-1%	0%	-12%	1%	-3	-46%[inhibitor]	8%	21%
CC1CCCCN1CCNC(=O)CC1Oc2ccccc2NC1=O (stereo not drawn)	9%	9%	7%	1%	-11%	-3%	-5	12%	3%	-3%
Cc1ccccc1NC(=O)CCN1CCN(Cc2ccccc2)CC1	1%[46.1 µM]	1%	-1%	4%	-2%	-5%	10	16%	3%	-4%

An excerpt. The share of hits here may be higher or lower than overall.
